LYP phosphatase: PTPN22 lymphoid phosphatase activity blockers – biochemical, fluorescence intensity, uHTS (AID 1779) | actives 0.054% (n = 290,000) | inhibition, % at 11.5 µM; hits with a dose series show IC50 in µM | recombinant LYP phosphatase, fluorescence intensity; higher % means a stronger effect;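 note: plate controls were vehicle with enzyme for no effect and no enzyme for full effect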
Dynein cargo inh: dynein cargo transport inhibition; z-score, hits read low; actives 0.47% (n = 220,000); AID 1381; 3617.4 mouse cells, GR-EGFP nuclear translocation imaging; test concentration mostly 20 µM; stimulated with dexamethasone, 1 µM; active compounds read low;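 active = plate z-score of nuclear minus cytoplasmic receptor signal below a set negative limit, without overly bright fluorescence or cell loss, cut at about -3.5 in these data, passing the limit was not always enough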;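 note: z-score of nuclear minus cytoplasmic ring GR-EGFP intensity difference per well; some compounds called inactive have numbers as strong as hits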
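Buffer or medium: tet-free, stripped-serum medium; Also added: dexamethasone, 1.0 µM final; Technique: high-content fluorescence imaging after fixation; Times: 48 h induction, 1 h compound, 30 min dex at 37 °C; Read-out: per-cell GR-EGFP intensity, nucleus versus surrounding cytoplasmic ring, well-averaged.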
AID2073: disruptors of CaV2.2 binding to Mint1 – biochemical, HTRF (AID 2073); HTRF protein-protein interaction, Mint1-CaV2.2; higher % means a stronger effect; inhibition, % at 20 µM, or IC50 in µM where a hit was titrated; actives 0.19% (n = 290,000); in the data active = inhibition mostly above about 51%, no sharp cut-off; note: some results filed as inactive read as strong as hits
P. falciparum M17LAP: P. falciparum M17LAP inhibitors, primary screen, biochemical, fluorogenic H-Leu-NHMec substrate, 1536-well (AID 1619). recombinant M17LAP, H-Leu-NHMec fluorogenic kinetic assay; higher % means a stronger effect. inhibition, % at 30 µM; hits with a dose series show IC50 in µM. actives 0.38% (n = 220,000);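 active = compound inhibiting the enzyme by more than half at any dose during confirmatory dose-response retesting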;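 note: plate controls were full reaction with DMSO carrier for no effect and no enzyme background for full effect; strong numbers were not always called active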
M1AAP inhibition: malaria alanyl aminopeptidase activity blockers – biochemical, fluorogenic H-Leu-NHMec substrate, 1536-well (AID 1445); actives 0.42% (n = 220,000); recombinant M1AAP, H-Leu-NHMec fluorogenic kinetic assay; higher % means a stronger effect; inhibition, % at 30 µM; hits with a dose series show IC50 in µM;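 active = primary inhibition above the hit cutoff, then over 50% inhibition at one or more dose response concentrations, cut at about 23% in these data, passing the limit was not always enough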;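 note: plate controls were DMSO full reaction for no effect and no enzyme background for full effect; strong numbers were not always called active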
human PMI inhibition: MPI enzyme activity inhibition – biochemical, fluorescence intensity, coupled assay, primary screen (AID 1209); purified PMI enzyme, coupled fluorescence intensity; higher % means a stronger effect; inhibition, % at 20 µM; hits with a dose series show IC50 in µM; actives 0.42% (n = 190,000);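 note: plate controls were DMSO vehicle for no effect and wells lacking substrate for full effect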
PMI inhibition: MPI inhibition at elevated mannose 6-phosphate – biochemical, fluorescence intensity, high mannose 6-phosphate, primary screen (AID 1220); recombinant PMI enzyme, coupled fluorescence intensity; higher % means a stronger effect; actives 0.66% (n = 190,000); inhibition, % at 20 µM, or IC50 in µM where a hit was titrated
Siah-1 displacement: blockers of Siah-1 interaction with plectin peptide – biochemical, fluorescence polarization, rhodamine-plectin, uHTS, primary screen (AID 1817) | Siah-1 / rhodamine-plectin peptide fluorescence polarization; higher % means a stronger effect | actives 0.02% (n = 290,000) | one-dose displacement, % at 20 µM; IC50 in µM for titrated hits;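 active = displacement of at least 50% at 20 µM, with a fluorescence ratio check between 0.3 and a set limit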;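 note: plate controls were Siah plus tracer with DMSO for no effect and tracer alone without Siah for full effect; strong numbers were not always called active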
XIAP antagonists: small molecules displacing peptide from XIAP – biochemical, IAP family, fluorescence polarization (AID 1018). XIAP BIR domain, fluorescence polarization peptide displacement; higher % means a stronger effect. displacement, % at 20 µM; hits with a dose series show IC50 in µM. actives 0.007% (n = 200,000); in the data active = displacement above about 50%; note: a part of the inactive calls stands beside numbers as strong as those of hits
Dynein cargo inh cytoplasmic EGFP: recorded beside Dynein cargo inh, whose call it bears; z-score; measured here: cytoplasmic GR-EGFP intensity; active compounds read high
Dynein cargo inh nuclear GR-EGFP: second read-out of Dynein cargo inh, no call of its own (marks repeat the call); z-score; measured here: nuclear GR-EGFP intensity;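 lower value marks the stronger effect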
Dynein cargo inh cell count: second read-out of Dynein cargo inh, no call of its own (marks repeat the call); z-score; measured here: cell count per field
An asterisk follows results filed as active; / = no result given. Cut-off read from the data, not from the text of the source, unless noted: active = inhibition above about 50%; inactive = the rest.

SMILES	LYP phosphatase	Dynein cargo inh	Dynein cargo inh cytoplasmic EGFP	Dynein cargo inh nuclear GR-EGFP	Dynein cargo inh cell count	AID2073	P. falciparum M17LAP	M1AAP inhibition	human PMI inhibition	PMI inhibition	Siah-1 displacement	XIAP antagonists
CCOC(=O)CC12CN3CN(C1)CC(CC(=O)OCC)(C3)C2=O	-1%	-0.35	0.1	0.39	-0.54	-8%	1%	-2%	11%	11%	3%	-5.5%
CSc1sc(-c2nnc(SCC(=O)Nc3ccccc3)n2C)c2c1C=CCC2	-2%	-0.075	-0.019	-0.035	1	-1%	-1%	5%	/	/	-3%	/
COc1c(C(=O)Nc2ccc3[nH]c(=O)[nH]c3c2)cc2ccccc2c1Br	-6%	0.2	-0.31	-0.51	0.9	24%	11%	9%	-3%	-7%	-1%	-6.0%
Cc1c(C(=O)N2CCN(c3ccccn3)CC2)cccc1[N+](=O)[O-]	-5%	0.82	-0.37	-0.042	0.78	3%	-4%	1%	-1%	0%	0%	-1.9%
O=C(OCc1nc2ccccc2s1)c1cccc(S(=O)(=O)N2CCOCC2)c1	1%	-0.39	-0.18	-0.03	0.35	-6%	-1%	4%	17%	12%	2%	-6.1%
CCCc1ccc(-c2cc(NC(=O)CSc3n[nH]c(N)n3)n(-c3ccccc3)n2)cc1	-6%	1.4	-0.14	0.8	-1.7	2%	3%	-9%	12%	9%	0%	-4.5%
Cc1csc(SC(C)C(=O)Nc2ccc(S(=O)(=O)N3CCCC3)cc2)n1 (stereo unspecified)	-6%	0.4	-0.15	0.99	-0.3	12%	5%	10%	7%	1%	0%	-0.6%
O=C(N/N=C/C=C/c1ccc(Br)cc1)C(O)c1ccccc1 (stereo unspecified)	-6%	0.53	-0.23	0.48	-0.41	-4%	-5%	0%	-7%	0%	3%	-7.7%
CSCCC(NS(=O)(=O)c1ccc2c(c1)oc(=O)n2C)C(=O)NCc1cccs1 (stereo unspecified)	-4%	-0.18	-0.21	0.37	0.62	10%	-3%	-4%	/	/	-2%	/
Cc1ccccc1N1CCN(C(=S)c2ccc(-c3cccc([N+](=O)[O-])c3)o2)CC1	4%	-0.74	-0.28	-0.44	0.66	15%	0%	3%	13%	17%	-5%	-5.2%
COc1ccc2nc(NC(=O)CCc3ccc(OC)c(OC)c3)sc2c1	-3%	-0.21	0.062	0.74	-0.42	16%	1%	3%	-2%	-4%	2%	-11%
CC(=O)Nc1ccc(S(=O)(=O)N(CC(=O)O)Cc2ccccc2)cc1	-9%	-0.11	-0.23	0.072	0.75	0%	2%	-5%	2%	-4%	-6%	-1.4%
Cc1nn(-c2ccccc2)c(C)c1C(=O)OCC(=O)NC(=O)NC1CCCCC1	3%	-0.34	-0.17	-0.26	-0.27	11%	8%	16%	-4%	-7%	-2%	-3.9%
CS(=O)(=O)N(CC(=O)NCc1ccncc1)c1cc(Cl)cc(Cl)c1	-4%	-0.53	-0.18	-0.28	0.62	-9%	-8%	9%	-7%	0%	0%	-5.5%
CCOc1ccc(-n2c(C)cc(/C=N/NC(=O)C(N)=O)c2C)cc1	7%	0.34	-0.25	0.65	-0.46	-6%	2%	6%	4%	36%	3%	-9.0%

The closing two records of the part above open the next one.
SMILES	LYP phosphatase	Dynein cargo inh	Dynein cargo inh cytoplasmic EGFP	Dynein cargo inh nuclear GR-EGFP	Dynein cargo inh cell count	AID2073	P. falciparum M17LAP	M1AAP inhibition	human PMI inhibition	PMI inhibition	Siah-1 displacement	XIAP antagonists
CS(=O)(=O)N(CC(=O)NCc1ccncc1)c1cc(Cl)cc(Cl)c1	-4%	-0.53	-0.18	-0.28	0.62	-9%	-8%	9%	-7%	0%	0%	-5.5%
CCOc1ccc(-n2c(C)cc(/C=N/NC(=O)C(N)=O)c2C)cc1	7%	0.34	-0.25	0.65	-0.46	-6%	2%	6%	4%	36%	3%	-9.0%
C=CCNC(=S)Nc1cc(S(=O)(=O)N2CCOCC2)ccc1-n1cncn1	-4%	1.8	-0.3	1.2	-0.9	16%	-9%	13%	12%	2%	0%	-3.4%
CCOC(=O)c1ccccc1NC(=O)CC1SC(=NC)N(C)C1=O (stereo unspecified)	-1%	1.3	-0.22	0.94	0.046	-4%	1%	5%	2%	-5%	-5%	-3.3%
O=C(NCc1ccc(Cl)cc1)c1cccc(NC(=O)c2ccccc2)c1	-4%	-0.26	-0.15	0.067	0.88	9%	7%	-1%	12%	2%	1%	-3.8%
Cc1cc(C)nc(N(C#N)C(C)C(=O)N(C)C)n1 (stereo unspecified)	-6%	0.42	0.082	0.35	1.1	9%	14%	0%	12%	0%	6%	-7.6%
O=C(O/N=C\c1ccc(N2CCOCC2)c([N+](=O)[O-])c1)c1ccc(F)cc1	-5%	0.077	-0.17	0.76	0.29	-8%	-2%	8%	7%	8%	-2%	-4.9%
O=C(Nc1cccc(O)c1)c1ccc(C(=O)c2ccccc2)o1	-2%	0.62	-0.12	0.33	-0.72	3%	-2%	2%	5%	3%	-6%	1.4%
COc1ccc(C)cc1NC(=O)CNC(C)C(=O)Nc1cc(Cl)ccc1Cl (stereo unspecified)	1%	0.35	-0.22	0.35	-0.16	0%	-13%	7%	5%	8%	27%	-8.1%
N#Cc1cc2c(N)c(C(=O)Nc3ccccc3)sc2nc1N	5%	0.78	-0.21	1	1.1	-10%	-3%	0%	15%	6%	3%	0.3%
COc1ccc2nc3ccccc3nc2c1NC(=O)c1ccc(Cl)cc1	-3%	-0.27	-0.24	-0.38	0.35	22%	5%	14%	5%	23%	6%	-5.6%
O=C(Nc1cnccn1)Nc1cccc(Cl)c1Cl	-7%	-0.14	-0.33	0.1	-0.2	16%	-10%	-1%	-4%	-4%	15%	-12%
Cc1[nH]c2ccccc2c1SCC(=O)N1CCOCC1	-4%	-0.0013	-0.082	0.13	-0.19	3%	-1%	7%	3%	-2%	-3%	-6.7%
COc1ccc(OC)c(C(c2nnnn2Cc2ccccc2)N2CCN(C3CCCCC3)CC2)c1 (stereo unspecified)	-1%	0.21	-0.1	0.79	0.26	-7%	17%	16%	7%	1%	4%	-2.2%
O=C(Nc1ccc(S(=O)(=O)Nc2nccs2)cc1)c1cccc(N2C(=O)c3ccccc3C2=O)c1	-3%	-0.25	-0.26	0.11	0.09	49%	-4%	7%	11%	-1%	22%	-5.7%
O=C(/C=C/c1ccccc1)Oc1coc(CSc2ncccn2)cc1=O	2%	-0.64	0.091	-0.26	-0.48	-9%	11%	5%	-1%	-3%	-2%	-3.2%
CCn1c(=O)cc(OCC(=O)NCc2ccco2)c2ccccc21	0%	0.39	-0.12	0.04	-0.11	17%	-3%	-2%	-2%	-6%	3%	-2.4%

Some entries already given, limited to Dynein cargo inh cell count and Dynein cargo inh.
Molecule	Dynein cargo inh cell count	Dynein cargo inh
O=C(NCc1ccc(Cl)cc1)c1cccc(NC(=O)c2ccccc2)c1	0.88	-0.26
CC(=O)Nc1ccc(S(=O)(=O)N(CC(=O)O)Cc2ccccc2)cc1	0.75	-0.11
CCOC(=O)c1ccccc1NC(=O)CC1SC(=NC)N(C)C1=O (stereo unspecified)	0.046	1.3

Other entries follow:
SMILES	LYP phosphatase	Dynein cargo inh	Dynein cargo inh cytoplasmic EGFP	Dynein cargo inh nuclear GR-EGFP	Dynein cargo inh cell count	AID2073	P. falciparum M17LAP	M1AAP inhibition	human PMI inhibition	PMI inhibition	Siah-1 displacement	XIAP antagonists
Cc1cc(C)c(C#N)c(SCC(O)CS(=O)(=O)Cc2ccccc2)n1 (stereo unspecified)	-12%	0.0036	-0.27	0.25	-0.29	5%	31µM*	-11%	-1%	-12%	-4%	-7.6%
COc1ccc(NC(=O)CSc2nc3c(c(-c4cccs4)c2C#N)CN(C)CC3)cc1OC	6%	-1.1	-0.074	-0.75	1.5	-32%	42%	3%	60%*	/	-1%	-4.6%
c1ccc(-c2ccccc2OCCOCCN2CCNCC2)cc1	-8%	-0.95	-0.027	-0.37	0.53	-7%	2%	-1%	20%	6%	7%	-7.7%
N#Cc1c2nc3ccccc3nc2n2cc(NC(=O)c3ccc(F)cc3)ccc12	3%	0.26	-0.061	0.69	-0.35	37%	29%	20%	7%	-20%	42%	-11%
CC(C)(C)c1nnc2cccc(Cl)n12	-9%	-0.93	-0.33	-0.54	1.1	3%	4%	4%	-3%	8%	8%	-6.1%
COc1ccc(CCNS(=O)(=O)c2ccc3c(c2)OCCO3)cc1OC	-2%	-0.47	-0.19	0.1	0.13	-11%	6%	2%	-3%	-3%	0%	-3.5%
Cc1noc(N)c1C1(O)C(=O)Nc2c(Cl)cc(Cl)cc21 (stereo unspecified)	-5%	0.57	-0.24	0.52	-0.79	1%	0%	-1%	-4%	3%	5%	-7.0%
Cc1cc(C)c2c(CN3CCOCC3)cc(=O)oc2c1	-5%	0.5	-0.19	0.69	-0.5	6%	7%	3%	/	/	-3%	/
CS(=O)(=O)N(CC(=O)Nc1ccccc1C(=O)NCc1ccco1)c1ccccc1F	2%	0.41	-0.21	0.57	-0.52	6%	4%	1%	-1%	-3%	-5%	-3.0%
Nc1nc(SCC(=O)c2cccc([N+](=O)[O-])c2)n[nH]1	-3%	1.8	0.49	2.9	-2.4	-26%	14%	5%	17%	7%	-4%	-5.0%
CC1(C)Oc2ccc3ccc(=O)oc3c2/C(=C/Nc2ccccn2)C1=O	-10%	1.2	-0.13	1.5	-0.44	2%	12%	-3%	3%	-6%	0%	-5.3%
CCc1nc(SCc2ccc(C(=O)OC)o2)n[nH]1	-4%	-0.23	-0.25	-0.078	0.44	2%	-5%	-2%	12%	5%	-2%	-11%
NS(=O)(=O)c1cccc(NC(=O)COC(=O)CN2C(=O)C3CC=CCC3C2=O)c1 (stereo unspecified)	-4%	0.37	-0.25	0.046	-1.2	-2%	1%	2%	1%	5%	-3%	-5.2%

Quoted from the listing:
Value for CS(=O)(=O)N(CC(=O)Nc1ccccc1C(=O)NCc1ccco1)c1ccccc1F in Dynein cargo inh cytoplasmic EGFP: -0.21
Value for c1ccc(-c2ccccc2OCCOCCN2CCNCC2)cc1 in P. falciparum M17LAP: 2%

From PubChem BioAssay
